Fam108B counter – Fam108B inhibition, counter-screen for RBBP9 inhibitors. 300,000 compounds, 0.33% hits. AID 1947. recombinant Fam108B, FP-Rh probe fluorescence polarization. inhibition, % at 9.51 µM;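 active = inhibition above the screen mean inhibition plus 3 SD, computed separately per campaign, cut at about 18% in these data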;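 also: inhibitors lower polarization as less probe binds the enzyme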
VLA-4 inh – inhibition in a human VLA-4 binding assay; VLA-4 expressing cells, ligand binding flow cytometry; P13612; inhibition, % (about 7 µM as worked out from the volumes in the protocol); AID 2557; 330,000 compounds, 0.2% hits; in the data active = inhibition above about 50%
PME-1 inh – blocks human protein phosphatase methylesterase 1; inhibition, % at 5.9 µM; 320,000 compounds, 0.53% hits; AID 2130; Q9Y570; recombinant PME-1, FP-Rh probe fluorescence polarization;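 active = inhibition above the campaign mean of all compounds plus 3 SD, cut at about 26% in these data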;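 also: competitive labeling of PME-1 active site by serine hydrolase directed probe; 0% = PME-1 with DMSO and 100% = wells lacking PME-1 enzyme; inhibitors block probe labeling so polarization falls and inhibition rises; many of its hits are not listed in these tables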
MCL1-BIM inh – disrupts human MCL1 binding to BIM-BH3 peptide; Q07820; GST-MCL1 / FITC-Bim-BH3 fluorescence polarization; inhibition, % at 10.9 µM; 320,000 compounds, 0.68% hits;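 active = inhibition above the mean inhibition of all tested compounds plus 3 SD, set per campaign, cut at about 40% in these data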;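 also: 0% = DMSO wells and 100% = unlabeled Bim-BH3 peptide control; higher means more loss of mP so more displacement of Bim peptide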
GRK2 aptamer HTS – blocks RNA aptamer binding to human GRK2; P25098; bead flow cytometry, FAM-aptamer displacement from GRK2; inhibition of aptamer binding, % at 10 µM; 330,000 compounds, 0.59% hits; AID 488847;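 active = inhibition of aptamer binding above 40%, roughly 3 SD of noise, on plates passing a quality check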;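 also: median bead fluorescence of bound FAM aptamer so fluorescent compounds give negative values; no value below 0 was filed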
Target sequence (P25098 whole entry, looked up): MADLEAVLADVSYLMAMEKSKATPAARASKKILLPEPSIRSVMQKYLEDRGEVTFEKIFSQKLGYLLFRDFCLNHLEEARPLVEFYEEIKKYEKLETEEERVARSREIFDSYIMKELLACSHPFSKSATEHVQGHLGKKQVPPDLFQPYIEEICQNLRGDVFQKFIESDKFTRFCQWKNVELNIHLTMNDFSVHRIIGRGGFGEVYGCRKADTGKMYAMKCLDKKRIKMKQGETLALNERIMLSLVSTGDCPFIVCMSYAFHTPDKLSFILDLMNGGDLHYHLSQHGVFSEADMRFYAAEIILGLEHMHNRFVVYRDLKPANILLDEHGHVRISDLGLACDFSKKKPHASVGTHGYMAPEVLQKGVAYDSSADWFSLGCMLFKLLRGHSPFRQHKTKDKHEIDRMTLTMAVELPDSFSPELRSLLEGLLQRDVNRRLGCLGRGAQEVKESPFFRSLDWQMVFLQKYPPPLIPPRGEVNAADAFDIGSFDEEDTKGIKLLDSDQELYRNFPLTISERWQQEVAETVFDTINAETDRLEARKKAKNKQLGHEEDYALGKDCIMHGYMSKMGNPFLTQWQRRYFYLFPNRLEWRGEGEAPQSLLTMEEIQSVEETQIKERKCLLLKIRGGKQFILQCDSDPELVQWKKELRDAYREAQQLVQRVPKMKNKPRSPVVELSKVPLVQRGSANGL
MEX-5 binding – C. elegans MEX-5 TCR-2 RNA binding activity. Q9XUB2. AID 1832. 300,000 compounds, 0.38% hits. activity score (negative = inhibition of binding), % at 10 µM. MEX-5/FITC-TCR2 RNA binding, fluorescence polarization; hits give low values;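 active = inhibition past about -25% in most replicates, and total fluorescence under double the plate's negative control median, limit read from the data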;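 also: 0% = DMSO and -100% = 5 µM competing unlabeled TCR2 RNA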
Efflux pump mplx – antifungal efflux pump inhibition, Nile Red retention. S. cerevisiae Candida pump triplex. inhibition, % at 10 µM. AID 485275. 330,000 compounds, 0.44% hits;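 active = plate passing quality check with inhibition over a set limit, or well fluorescence over plate mean plus 4 SD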;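 also: Nile Red retained in pooled yeast measured as flow cytometry median fluorescence; 0% = buffer negative control and 100% = Enniatin B positive control; higher means more Nile Red kept so more efflux inhibition; some compounds called inactive have numbers as strong as hits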
GLD-1 TGE inh – GLD-1-TGE RNA interaction inhibition (C. elegans); Q17339; purified GLD-1 + fluorescein TGE RNA, fluorescence polarization; inhibition, % at 5.96 µM; 320,000 compounds, 0.44% hits;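 active = percent inhibition above a per-plate cutoff, the plate mean of test compounds plus 3 SD, cut at about 30% in these data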;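 also: 0% = DMSO wells with GLD-1 and probe and 100% = wells lacking GLD-1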
Bcl-xL primary – Bcl-xL (human) inhibition; Q07817; GST-Bcl-xL / FITC-Bim BH3 peptide fluorescence polarization; inhibition, % at 10.9 µM; 320,000 compounds, 0.7% hits; AID 2129;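 active = inhibition above the mean of all tested compounds plus 3 SD, cutoff set per campaign, cut at about 30% in these data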;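 also: 0% = DMSO wells and 100% = unlabeled Bim-BH3 peptide competitor; inhibitors lower millipolarization by displacing the labeled peptide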
Target sequence (Q07817 whole entry, looked up): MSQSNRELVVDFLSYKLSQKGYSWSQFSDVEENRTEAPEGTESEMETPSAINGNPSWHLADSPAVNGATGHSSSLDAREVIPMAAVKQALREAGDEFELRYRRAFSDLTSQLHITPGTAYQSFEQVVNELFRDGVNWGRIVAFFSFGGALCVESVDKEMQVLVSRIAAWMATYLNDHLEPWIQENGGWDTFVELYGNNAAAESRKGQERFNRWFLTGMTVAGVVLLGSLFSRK
* hit, by the source's call; i = inactive; nt = no result given.

SMILES	Fam108B counter	VLA-4 inh	PME-1 inh	MCL1-BIM inh	GRK2 aptamer HTS	MEX-5 binding	Efflux pump mplx	GLD-1 TGE inh	Bcl-xL primary
O=C1/C(=C/c2ccc(O)c(O)c2)Oc2cc(O)ccc21	-53	i	-102	0	0	nt	2.4*	-31	-13
Cc1cc(NC(=O)/C(C#N)=C/c2ccc(-c3cccc(C(F)(F)F)c3)o2)n(-c2ccccc2)n1	-9	-4	-4	-14	1	-11	-11	-1	-4
O=C(COc1ccc(-c2nnc(N3CCCCC3)c3ccccc23)cc1)N1CCCCC1	-1	1	-1	8	6	-1.3	0.0	-2	10
CCOC(=O)c1c(C)[nH]c(C(=O)C(C)OC(=O)c2ccc(NC(=O)CC#N)cc2)c1C (stereo not given)	nt	-1	-28	-10	2	nt	-0.1	-4	-3
CC1CCN(S(=O)(=O)c2ccc(NC(=O)c3ccco3)cc2)CC1	1	-6	1	2	1	-1.1	0.1	8	3
COc1cccc(CN2CCN(Cc3c(C)nn(C(C)C)c3C)CC2CCO)c1 (stereo not given)	0	-12	3	16	0	-0.8	-0.1	4	5
CC(C)(C)Sc1nc(O)cc(=O)[nH]1	-1	0	-4	-8	2	2.1	0.0	8	0
CCOC(=O)/C(C#N)=C/c1cc2ccccc2nc1Cl	4	0	4	3	1	-5.7	0.0	6	2
O=C(Nc1nnc(Cc2ccccc2)s1)c1cccnc1	-2	-2	-15	4	0	0.2	-0.1	-1	10
O=C(CCC1CCCC1)N1CCN(C2CCCC2)CC1	1	1	-2	-5	2	-0.5	0.0	4	2
CCCCC(=O)Nc1c2c(nn1-c1ccc(C)cc1)CS(=O)(=O)C2	-2	8	-1	7	0	-2.8	-0.1	6	9
Cc1ccccc1-c1nc(CN2CCSCC2)c(C)o1	0	-2	-2	-1	2	-2.0	0.2	-1	5
CC1CCc2c(sc(NC(=O)COC(=O)c3ccccc3NCc3ccco3)c2C#N)C1 (stereo not given)	1	-10	0	-2	0	2.6	0.1	-3	3
Cc1nnc(SCC(=O)NCC2CCCCC2)n(N)c1=O	-4	-4	-6	10	3	0.6	0.0	3	-3
O=C(COC(=O)CN1C(=O)c2ccccc2C1=O)NC1CCCC1	1	9	-7	-8	0	1.1	0.0	2	-3

Copied from the entries so far (15 entries):
SMILES	Fam108B counter	VLA-4 inh	PME-1 inh	MCL1-BIM inh	GRK2 aptamer HTS	MEX-5 binding	Efflux pump mplx	GLD-1 TGE inh	Bcl-xL primary
O=C1/C(=C/c2ccc(O)c(O)c2)Oc2cc(O)ccc21	-53	i	-102	0	0	nt	2.4*	-31	-13
Cc1cc(NC(=O)/C(C#N)=C/c2ccc(-c3cccc(C(F)(F)F)c3)o2)n(-c2ccccc2)n1	-9	-4	-4	-14	1	-11	-11	-1	-4
O=C(COc1ccc(-c2nnc(N3CCCCC3)c3ccccc23)cc1)N1CCCCC1	-1	1	-1	8	6	-1.3	0.0	-2	10
CCOC(=O)c1c(C)[nH]c(C(=O)C(C)OC(=O)c2ccc(NC(=O)CC#N)cc2)c1C (stereo not given)	nt	-1	-28	-10	2	nt	-0.1	-4	-3
CC1CCN(S(=O)(=O)c2ccc(NC(=O)c3ccco3)cc2)CC1	1	-6	1	2	1	-1.1	0.1	8	3
COc1cccc(CN2CCN(Cc3c(C)nn(C(C)C)c3C)CC2CCO)c1 (stereo not given)	0	-12	3	16	0	-0.8	-0.1	4	5
CC(C)(C)Sc1nc(O)cc(=O)[nH]1	-1	0	-4	-8	2	2.1	0.0	8	0
CCOC(=O)/C(C#N)=C/c1cc2ccccc2nc1Cl	4	0	4	3	1	-5.7	0.0	6	2
O=C(Nc1nnc(Cc2ccccc2)s1)c1cccnc1	-2	-2	-15	4	0	0.2	-0.1	-1	10
O=C(CCC1CCCC1)N1CCN(C2CCCC2)CC1	1	1	-2	-5	2	-0.5	0.0	4	2
CCCCC(=O)Nc1c2c(nn1-c1ccc(C)cc1)CS(=O)(=O)C2	-2	8	-1	7	0	-2.8	-0.1	6	9
Cc1ccccc1-c1nc(CN2CCSCC2)c(C)o1	0	-2	-2	-1	2	-2.0	0.2	-1	5
CC1CCc2c(sc(NC(=O)COC(=O)c3ccccc3NCc3ccco3)c2C#N)C1 (stereo not given)	1	-10	0	-2	0	2.6	0.1	-3	3
Cc1nnc(SCC(=O)NCC2CCCCC2)n(N)c1=O	-4	-4	-6	10	3	0.6	0.0	3	-3
O=C(COC(=O)CN1C(=O)c2ccccc2C1=O)NC1CCCC1	1	9	-7	-8	0	1.1	0.0	2	-3

(cont.)
SMILES	Fam108B counter	VLA-4 inh	PME-1 inh	MCL1-BIM inh	GRK2 aptamer HTS	MEX-5 binding	Efflux pump mplx	GLD-1 TGE inh	Bcl-xL primary
NC(N)=NS(=O)(=O)c1ccc(N)cc1	0	-48	-2	9	4	0.7	-0.1	2	3
Cc1cc(NC(=O)COC(=O)c2ccco2)no1	-5	-8	-1	-2	0	0.2	0.1	4	1
Cc1ccc(OCCC(=O)OCC(=O)NC(=O)NCc2ccccc2)cc1	-3	5	-5	-4	3	1.6	0.0	0	3
Cc1ccc(S(=O)(=O)N2CCN(C(=O)CCn3cncn3)CC2)cc1	6	0	2	6	1	0.3	-0.2	1	3
CCCNC(=O)Nc1cccc(NC(C)=O)c1	3	2	3	-4	1	5.4	0.0	-2	0
O=C1CC(NS(=O)(=O)c2ccc([N+](=O)[O-])cc2)CN1c1cccc(F)c1 (stereo not given)	-2	29	5	4	0	-0.6	0.0	5	5
COc1cccc(NC(=O)COC(=O)c2cc(S(=O)(=O)N3CCOCC3)ccc2C)c1	-1	-1	2	-2	2	1.5	0.0	3	-1
O=C(OCCc1cc2ccccc2c(=O)o1)c1cccc(Br)c1	nt	0	12	2	4	nt	0.6	-3	5
CCOc1c(Cl)cc(/C=N/O)cc1OC	-2	-3	-2	4	1	3.3	-0.1	3	7
O=C(c1cc2c(s1)CCCC2)N1CCN(Cc2ccc3c(c2)OCO3)CC1	-1	-9	7	6	6	1.0	-0.1	-4	6
COc1ccccc1OCc1ccc(C(=O)NCC(C)C)o1	-7	0	-1	-5	6	2.5	-0.1	1	-1
Cc1cc(OCc2nn[nH]n2)c2c(-c3ccccc3)cc(=O)oc2c1	-2	26	-2	0	2	-1.9	0.0	8	3
O=C(O)CCCC(=O)NNC(=O)c1cccc(Br)c1	1	-39	0	5	2	0.8	0.1	12	7
Cc1ccc(NC(=O)CN2CCCCC2)c2c1CC(C)(C)O2	0	-5	-3	15	0	-1.3	0.0	2	4
COc1cc(/C=N/NC(=O)CC(=O)NC2CCCCC2)ccc1O	1	-2	1	0	0	-0.5	0.0	2	-2
CCOC(=O)CCNC(=O)c1ccc2nc(C3CCCCC3)oc2c1	-5	-23	-2	12	3	-0.7	0.0	-6	5
Cc1ccc(N/N=C(\C#N)C(=N)N2CCCCCC2)cc1	-1	0	-1	10	3	0.8	0.0	2	5
COC(=O)C1CN(C(=O)COc2cc(C)cc(C)c2)c2ccccc2O1 (stereo not given)	3	13	-5	-2	3	3.0	0.2	1	0
CCC/S(CC1CC1(Cl)Cl)=N\S(=O)(=O)c1ccc(C)cc1 (stereo not given)	0	-2	1	-3	0	0.1	0.0	-1	0
Cc1ccc2c(c1)N(CC(=O)NCCCc1ccccc1)C(=O)c1cccnc1O2	-5	-13	4	-5	2	1.0	0.2	6	-3
CCCn1c(-c2cc(OC)c(OC)c(OC)c2)nc2nc3ccccc3nc21	-4	-5	1	10	12	-2.3	0.2	-4	3
CCCn1c(C(C)Nc2nc(-c3ccc(Cl)c([N+](=O)[O-])c3)cs2)nc2cc(Cl)c(N3CCCCC3)cc21 (stereo not given)	4	-9	5	4	2	0.5	-0.1	0	3
C=CCNC(=O)C1CC(=O)N(c2ccc(C)cc2)C1 (stereo not given)	1	1	4	3	1	-3.1	-0.1	-3	3
CCCCNC(=O)NS(=O)(=O)c1ccc(NC(=O)C(NC(N)=O)C(C)CC)cc1 (stereo not given)	3	-3	-3	8	0	-2.1	0.3	3	7
COc1ccc(COC(=O)NNC(=O)c2ccc(OC)cc2)cc1	3	-14	-10	-1	0	-1.8	0.0	-2	3
CSc1nncc(-c2ccc(F)cc2)n1	-4	-1	5	-27	0	-1.6	0.0	0	-8
CCCCOc1ccc(-c2nnn(C(C)(C)C(=O)OC)n2)cc1	-1	0	1	9	1	2.1	0.0	0	5
COC(=O)c1c(NC(=O)CN2CCC3(O)CCCCC3C2c2ccccc2OC)sc(C)c1C (stereo not given)	-7	4	-16	5	1	0.7	0.3	6	4
COCc1nnc(NC(=O)c2ccc(S(=O)(=O)N(C)C3CCCCC3)cc2)o1	-1	-2	-3	3	5	1.7	0.0	11	0
O=C(CNC(=O)c1ccncc1)N/N=C/c1cc(Br)ccc1OCc1ccccc1	-9	21	-8	5	5	2.3	0.0	3	4
COc1ccccc1N=C(C)C1=C(O)CC(c2ccccc2)CC1=O (stereo not given)	-1	0	-9	8	0	2.8	0.1	2	5
Cc1[nH]nc2c1C(c1ccccc1F)NC2=O (stereo not given)	2	-22	9	3	0	-4.0	-0.3	5	3
S=c1nc(COc2ccccc2)[nH]c2ccccc12	-1	3	9	7	2	-0.7	0.5	-5	5
Cc1cccc(NC(=O)CSCC(=O)N(CCC(C)C)c2c(N)n(Cc3ccccc3)c(=O)[nH]c2=O)c1	3	20	-5	-6	0	-2.0	0.1	12	-8
CN1CCN(S(=O)(=O)c2ccc(Cl)c3ccccc23)CC1	-3	12	-1	-2	2	-0.3	0.0	5	2
COc1ccc(CCNc2cc(N3CCN(C(=O)c4ccccc4F)CC3)ccc2[N+](=O)[O-])cc1OC	-10	-17	4	12	0	-2.6	0.1	6	6
CCc1ccc(N(C(C)=O)c2nc(CCl)cs2)cc1	-1	4	-4	6	1	0.2	0.1	12	9

From PubChem

These rows are one share of the data (hit frequency here may not be typical).
